From PubChem
CAL PDZ FP-1: CAL PDZ (human) peptide binding inhibition | purified CAL PDZ, TMR-peptide fluorescence polarization, 1 h | inhibition, % at 24.9 µM | 0.92% of 300,000 active | AID 602252;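 active means mean inhibition of at least 30% with at least half of replicates also reaching 30%; inconclusive means no clear call, values can overlap the other calls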;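 further: 0% = DMSO neutral control and 100% = excess unlabeled competitor peptide PRC23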
MITF TRPM1 HTS: increases MITF-driven TRPM1 promoter luciferase signal; SK-MEL-5 TRPM1-promoter luciferase, 24 h; % of positive control, neutral wells = 0; activation, % at 12.5 µM; 0.75% of 300,000 active; AID 588334;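 active means mean activation of at least 80% with every replicate also reaching 80%; inconclusive means mean reaches 80% but some replicate falls short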;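 further: 0% = neutral control wells and 100% = parthenolide positive control wells; values of inactives mirror those of a sister screen read the other way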
PfHsp90 set2: reduces growth (ATP signal) of yeast expressing P. falciparum Hsp90. AID 504621. inhibition, % at 9.4 µM. S. cerevisiae expressing PfHsp90, BacTiter-Glo ATP, 48 h; yeast lacking PDR1 and PDR3 efflux regulators. 0.32% of 310,000 active;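 active means every replicate shows inhibition above about 80%, whatever the replicate mean, limit read from the data; inconclusive means mean inhibition reaches the set limit but some replicate falls short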;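 further: 0% = DMSO neutral controls and 100% = 20 µM radicicol positive controls; yeast relying on Plasmodium falciparum Hsp90 in place of its own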
Rtt109 Vps75: inhibitors of Candida albicans Rtt109/Vps75 histone acetyltransferase | inhibition, % at 34.9 µM | 0.16% of 330,000 active | purified Rtt109/Vps75, ThioGlo CoA-SH fluorescence, 4 h | Q5AAJ8;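 active means inhibition of at least 50% in every replicate; inconclusive means best replicate reaches 50% inhibition but some replicates fall short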
SR-BI uptake up: enhances SR-BI lipid uptake from DiI-HDL; CHO ldlA[mSR-BI] cells, DiI-HDL uptake fluorescence, 3 h; 100 = double the neutral-control signal; activation, % at 12.5 µM; 0.096% of 320,000 active;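 active means mean replicate activation of at least 60% and every replicate at or above 60%; inconclusive means mean or all-replicate condition met, but not both; inactive means mean below 60% and not all replicates reaching 60%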;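 further: 0% = median plate neutral-control signal and 100% = twice that signal; values of inactives mirror those of a sister screen read the other way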
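Test system: SR-BI-overexpressing, LDLR-lacking CHO cells. Measured by: DiI fluorescence, bottom read. Medium: Ham's F12 with 0.5% BSA, HEPES 25 mM, pH 7.4. Timing: 3 h uptake period with compound, 37 °C.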
SR-BI HDL uptake: blocks mouse SR-BI lipid uptake from DiI-HDL | AID 488896 | 0.96% of 320,000 active | inhibition, % at 12.5 µM | Q61009 | ldlA[mSR-BI] CHO cells, DiI-HDL uptake fluorescence, 3 h;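 active means mean replicate inhibition of at least 70% and a set share of replicates each scoring 70 or more; inconclusive means meets just one of the two criteria; inactive means fails both criteria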;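 further: 0% = median of neutral control wells and 100% = median of positive control wells; values of inactives mirror those of a sister screen read the other way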
Target sequence (Q61009 whole entry, looked up): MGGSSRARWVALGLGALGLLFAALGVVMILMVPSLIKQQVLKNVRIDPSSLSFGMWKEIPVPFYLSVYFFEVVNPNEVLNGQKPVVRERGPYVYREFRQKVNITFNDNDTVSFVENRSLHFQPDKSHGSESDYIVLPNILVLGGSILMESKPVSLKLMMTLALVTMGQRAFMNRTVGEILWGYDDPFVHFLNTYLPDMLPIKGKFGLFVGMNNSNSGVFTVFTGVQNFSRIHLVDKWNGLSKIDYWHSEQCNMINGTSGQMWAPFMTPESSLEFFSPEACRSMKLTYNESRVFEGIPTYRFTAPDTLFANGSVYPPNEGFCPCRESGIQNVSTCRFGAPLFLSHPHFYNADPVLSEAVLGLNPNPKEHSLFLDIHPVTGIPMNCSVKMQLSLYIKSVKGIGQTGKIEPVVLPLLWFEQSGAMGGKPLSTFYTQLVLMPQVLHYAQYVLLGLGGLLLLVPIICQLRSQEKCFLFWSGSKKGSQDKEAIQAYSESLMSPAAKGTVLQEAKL
dFosB act: mouse delta FosB homodimer activation | activation, % at 25 µM | purified delta FosB, TAMRA-CDK5 oligo fluorescence polarization; percent of positive-control signal above neutral wells | 0.99% of 340,000 active | AID 493131;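 active means mean activation above about 17%, with every replicate also reaching it, limit read from the data, passing the limit was not always enough; inconclusive means only one of the two conditions met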;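 further: fluorescence polarization rise as delta FosB binds a TAMRA Cdk5 AP-1 oligo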
Target sequence (P13346 whole entry, looked up): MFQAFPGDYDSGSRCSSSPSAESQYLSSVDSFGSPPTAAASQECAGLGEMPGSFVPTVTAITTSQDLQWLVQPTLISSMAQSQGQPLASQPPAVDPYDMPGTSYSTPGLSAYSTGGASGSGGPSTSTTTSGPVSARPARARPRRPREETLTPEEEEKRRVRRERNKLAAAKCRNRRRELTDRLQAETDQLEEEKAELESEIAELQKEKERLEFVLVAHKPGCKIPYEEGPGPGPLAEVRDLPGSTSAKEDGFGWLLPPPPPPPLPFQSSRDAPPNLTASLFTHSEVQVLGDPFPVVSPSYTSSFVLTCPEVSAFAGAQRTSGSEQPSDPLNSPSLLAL
CAL PDZ FP-2: human CAL PDZ-peptide interaction inhibition | purified CAL PDZ, TMR-peptide fluorescence polarization, 1 h | inhibition, % at 20 µM | 0.02% of 330,000 active | AID 504414;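 active means highest replicate inhibition of at least 40%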;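 further: plate controls were DMSO neutral control wells for no effect and unlabeled competitor peptide control wells for full effect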
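Material: tagged CAL PDZ domain; buffer or medium: 25 mM sodium phosphate pH 7.4, 150 mM NaCl, TCEP, IgG, Thesit; compound dosing: single point, 20 µM; schedule: 1 h incubation at room temperature before polarization reading; measured by: FP readout, S and P plane fluorescence; read-out basis: percent inhibition from loss of millipolarization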
PvdQ acylase: blocks Pseudomonas aeruginosa PvdQ acylase activity; purified PvdQ acylase, fluorescence plate reader; inhibition, % at 10 µM; 0.063% of 340,000 active; AID 488965; in the data active means inhibition above about 30%, passing the limit was not always enough; inconclusive means no clear call, values can overlap the other calls;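 further: 0% = vehicle neutral wells and 100% = reference inhibitor wells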
NSD2 HMT inh: inhibitors of human histone methyltransferase NSD2; NSD2 peptide methylation, AlphaScreen, 120 min; 0.54% of 310,000 active; inhibition, % at 12.5 µM; AID 743445; O96028; in the data active means inhibition above about 50%
Active calls of the source: *; ? = inconclusive; · = not tested or not shown. Some of the compounds tested. The share of hits here may be higher or lower than overall.

SMILES | CAL PDZ FP-1 | MITF TRPM1 HTS | PfHsp90 set2 | Rtt109 Vps75 | SR-BI uptake up | SR-BI HDL uptake | dFosB act | CAL PDZ FP-2 | PvdQ acylase | NSD2 HMT inh
C=CCn1c(O)c(C=NC2CCN(Cc3ccccc3)CC2)c(=O)[nH]c1=O | · | · | -18 | -8 | 45 | -45 | -13 | -1.0 | -17 | -1
COc1ccc(-n2c(/C=C3/C(=O)Nc4ccccc43)nc3ccccc3c2=O)cc1 | 1 | -2 | -9 | 0 | -34 | 34 | -10 | 0.3 | 0 | -2
COc1cccc(C2CCN(CC(=O)Nc3cc(Cl)ccc3OC)CC2O)c1 (centres undefined) | -5 | -4 | -37 | · | -15 | 15 | -15 | 0.0 | -16 | -3
C=CCN1C(=O)C2(C(C(=O)OCC)=C(N)Oc3ccccc32)C2=C1CCCC2=O (centres undefined) | -2 | · | 8 | -6 | -2 | 2 | 3 | -0.3 | -11 | -2
O=S(=O)(NC1CCCCCCC1)OCC(Cl)(Cl)Cl | -1 | 4 | · | -2 | -2 | 2 | 1 | 1.0 | -4 | ·
Cn1c(O)c(C=NC2CC(C)(C)NC(C)(C)C2)c(=O)n(C)c1=O | -1 | -8 | 3 | 3 | 29 | -29 | 1 | 0.4 | 11 | 0
Cc1ccc(-n2c(-c3cccs3)nc3ccccc3c2=O)cc1 | -2 | 3 | -4 | 6 | -34 | 34 | 0 | 0.7 | 1 | -2
Brc1cc2c(cc1CN1CCN(c3ccccc3)CC1)OCCO2 | 0 | 3 | -7 | -6 | 9 | -9 | -5 | -2.5 | -4 | 8
Cc1ccc(CNCCc2ccccc2F)cc1 | -2 | 8 | 51 | -21 | 6 | -6 | -10 | -2.2 | -9 | 1
COc1cc2[nH]c(C(=O)N3CCC4(CC3)OCCO4)cc2c(OC)c1OC | -1 | 3 | -5 | -4 | -14 | 14 | -2 | 0.4 | 5 | 3
Cc1cc(-c2ccccc2)cc(-c2ccccc2)[n+]1CCc1ccccc1 | -5 | -64 | 3 | -2 | -17 | 17 | -3 | -1.6 | -13 | ·
Cc1ccc(C(=O)COC(=O)Cc2ccccc2)cc1 | -2 | 52 | 6 | -2 | 0 | 0 | -4 | -0.4 | 6 | -2
C=C1N2CCC(CC2)C1(O)c1ccc(C)cc1 (centres undefined) | -1 | 2 | -135 | -2 | 19 | -19 | -2 | -2.3 | -4 | -4
COC1=CC=C2[C@H]3Cc4ccc(OC)c5c4[C@@]2(CCN3C)[C@H]1O5 | -4 | 5 | 21 | -2 | -16 | 16 | -6 | -0.2 | -15 | 3
CCN1C(=O)NC(=O)/C(=C\c2cn(CC(=O)N3CCCC3)c3ccccc23)C1=O | -11 | 0 | -12 | -3 | 2 | -2 | 0 | -0.8 | -19 | 12
CCCNC(=O)N1[C@H]2CC[C@@H]1C(C(=O)OC)=C(c1cccc(C#N)c1)C2 | -3 | -8 | 13 | 0 | -8 | 8 | -4 | -0.6 | -20 | ·
COc1cc(CN=C(C)c2c(O)n(C3CCCCC3)c(=O)[nH]c2=O)cc(OC)c1 | 0 | 12 | -10 | 2 | -21 | 21 | -9 | -1.0 | -18 | 2
Cc1cnc(-n2c(=S)[nH]c3ccccc3c2=O)s1 | · | -27 | -3 | ? | 4 | -4 | 6 | -0.5 | 2 | -1
COc1ccc(OC)c(/C=N/OC(=O)Nc2ccc(Cl)cc2)c1 | -8 | -3 | -14 | · | -6 | 6 | 3 | -1.2 | -16 | -1
Cc1c2ccncc2c(C)c2c1[nH]c1ccccc12 | 0 | -89 | -5 | 10 | -1 | 3 | 55* | 2.8 | -1 | ·
O=C(CN1CC=C(c2ccccc2)CC1)NC(=O)NCc1ccccc1 | -2 | -23 | 4 | 1 | 1 | -1 | -12 | -1.8 | -12 | 8
CC(C)(C)NC(=O)Cn1cc(C(=O)c2ccccc2F)c2ccccc21 | 2 | 1 | 53 | -3 | 3 | -3 | -11 | -1.4 | -13 | -2
COc1ccc(C(CC(=O)N2CCC3(CC2)OCCO3)NS(=O)(=O)c2ccc(OC)cc2)cc1 (centres undefined) | · | 2 | 6 | -1 | 12 | -12 | -6 | -0.7 | 9 | -2
Cc1cc(Cl)ccc1OC(C)C(=O)O (centres undefined) | -4 | 5 | 16 | 13 | 12 | 1 | -5 | -0.5 | 3 | ·
CCC1(CC)C(=O)NC(=Nc2cccc(C(F)(F)F)c2)NC1=O | 2 | · | -15 | 11 | -11 | 11 | -6 | -1.9 | 3 | -2
Cc1nc2ccccc2c(=O)n1-c1ccc(Br)cc1[N+](=O)[O-] | 0 | -6 | -13 | 0 | 18 | -18 | 2 | -1.9 | -11 | 2
COCCNC(=O)c1c(N)n(CCC(C)C)c2nc3ccccc3nc12 | · | -10 | -44 | -132 | 30 | -30 | -21 | 0.7 | -18 | -55
CC(=NCc1cccnc1)c1c(O)n(C2CCCCC2)c(=O)[nH]c1=O | -3 | 16 | -23 | 7 | 3 | -3 | -4 | -2.6 | 2 | -3
CCCCCCn1c(=O)c(C(=O)Nc2c(C)n(C)n(-c3ccccc3)c2=O)c(O)c2ccccc21 | 1 | 1 | -5 | 7 | -8 | 8 | -2 | -2.1 | -13 | -1
C#CC1(O)CCC2C3CCC4=C/C(=N/OCC(=O)NCC(=O)NC(C(=O)O)C(C)C)CC[C@]4(C)C3CC[C@@]21C (some centres undefined) | -4 | · | 12 | 6 | 4 | -4 | -7 | -2.1 | 0 | -1
CCn1c(=O)cc(OCC(=O)N2CCC3(CC2)OCCO3)c2ccccc21 | -2 | · | · | -5 | -20 | 20 | -9 | -3.3 | -14 | -3
C=CCn1c(O)c(C(CC)=Nc2ccc(N(CC)CC)cc2)c(=O)[nH]c1=O | · | -38 | · | 1 | 14 | -14 | 2 | -0.8 | -15 | 1
CCOP(=O)(Cc1cc(C(C)=O)c(C)o1)OCC | 0 | -5 | -16 | 12 | 19 | -19 | -10 | 0.1 | -14 | 21
C#CCN[C@H](C)Cc1ccccc1 | -3 | 3 | -13 | -6 | -1 | 1 | 4 | -0.4 | -13 | ·
COC(=O)C1=C(c2ccc(-c3ccccc3)c(F)c2)C[C@@H]2CC[C@H]1N2C(=O)NCCNC(C)=O | -3 | -2 | -3 | 2 | 4 | -4 | -8 | -0.3 | -7 | ·
CC1=C2[C@H]3OC(=O)[C@@H](C)[C@@H]3CC[C@@]2(C)C=CC1=O | 1 | -4 | 14 | -10 | 15 | -15 | 3 | 1.7 | -3 | ·
Cc1[nH]c2ccccc2c1CCN | 1 | · | · | -4 | -6 | 6 | 2 | 0.5 | 4 | -1
N#CC1=C(N)Oc2c(c(=O)oc3ccccc23)C1c1cccnc1 (centres undefined) | -2 | -3 | -18 | -16 | 35 | -35 | -1 | -1.2 | -10 | -1
O=C(N/N=C1/CN2CCC1CC2)c1cc2ccccc2cc1O | 0 | · | · | -5 | -21 | 21 | 1 | -0.7 | -10 | 37
CC1[C@H]2Cc3ccc(O)cc3[C@]1(C)CCN2C (some centres undefined) | -2 | -1 | · | -6 | 14 | -14 | -11 | 0.2 | -7 | ·
COc1cccc([C@@]2(O)CCCC[C@@H]2CN(C)C)c1 | -2 | 13 | -3 | -16 | 42 | -42 | -2 | 0.5 | -7 | 3
O=C(OCC(=O)c1ccc([N+](=O)[O-])cc1)/C(=C/c1ccc(Cl)cc1)NC(=O)c1ccccc1 | -3 | -8 | -8 | 1 | 19 | -19 | -2 | -2.2 | -12 | 9
Cc1cccc(N2C(=O)NC(=O)/C(=C\c3cnn(-c4ccccc4)c3)C2=O)c1 | -5 | -13 | -8 | 1 | 26 | -26 | -7 | 0.5 | -8 | ·
C1CNC2NCCNC2N1 (centres undefined) | 0 | -13 | 19 | 8 | 5 | -5 | -7 | -1.3 | -14 | -1
CN1C(=O)C(C2CCCCC2)C(=O)N(C)C1=O | 1 | 8 | 5 | -1 | 22 | -22 | 1 | 0.4 | -17 | -2
COc1cc(/C=C/[N+](=O)[O-])ccc1O | -2 | -55 | -15 | 15 | 81* | -81 | 3 | 0.6 | -2 | ·
CCOC(=O)c1ccc(NC(=O)N2C[C@@H]3C[C@@H](C2)c2cccc(=O)n2C3)cc1 | 1 | 8 | -28 | -2 | 6 | -6 | -4 | -0.8 | -3 | ·
COc1nc(NCC2CCCO2)nc(N2CC3CC(C2)c2cccc(=O)n2C3)n1 (centres undefined) | -1 | 3 | 5 | -18 | · | · | 2 | -2.5 | -16 | 3
Cc1ccc(C)c(Cn2c(C(=O)O)c(C=O)c3ccccc32)c1 | -4 | -14 | 5 | 12 | 5 | -5 | 6 | -5.4 | 0 | 3
CC(=O)OC1CC2(O)C3CCC4CC(O)CCC4(C)C3CCC2(C)C1C1=CC(=O)OC1 (centres undefined) | -3 | · | -3 | -6 | 9 | -9 | 2 | 0.2 | -21 | 10
CC(=O)Nc1ccc(C=C2C(=O)NC(=O)NC2=O)cc1 | -12 | 0 | 4 | 4 | 15 | -15 | -5 | 0.0 | -2 | -3
O=C1NC(=O)C(CCc2ccncc2)(CCc2ccncc2)C(=O)N1CCc1ccc(F)cc1 | -4 | 2 | 1 | -4 | -3 | 3 | -11 | 0.4 | -3 | -2
Cc1ccc(S(=O)(=O)N[C@@H](CCCCN)C(=O)CCl)cc1 | -2 | 2 | -25 | 6 | 2 | -2 | -2 | -0.3 | -10 | ·
O=c1ccc2cc3ccoc3c(O)c2o1 | 0 | · | -1 | -8 | 10 | -10 | 2 | -0.2 | -2 | ·
CC(=O)N1N=C(c2cccnc2)CC1c1ccccc1O (centres undefined) | 3 | 2 | -1 | 1 | 8 | -8 | 3 | 0.3 | -3 | -3
CCCCCn1c(=O)c(C(=O)NCc2ccc(Cl)cc2)c(O)c2ccccc21 | -8 | 5 | 26 | -6 | -33 | 33 | -3 | 0.5 | -18 | 6
CN(C)C(=O)Oc1ccc(Br)c2ccccc12 | -24 | 9 | · | 7 | -1 | 1 | -2 | 18 | -19 | -3
Fc1ccc(Cn2nnnc2C(c2ccc(Cl)cc2)N2CC=C(c3ccc(F)cc3)CC2)cc1 (centres undefined) | 1 | 6 | 17 | · | -31 | 31 | -4 | -2.7 | 1 | 51*
